Compound activity as filed in PubChem.
KLK5 inh: human KLK5 protease inhibitors, primary screen, biochemical, 1536-well. Kallikrein-5 (Homo sapiens), Q9Y337. recombinant hK5, fluorogenic AMC substrate cleavage. inhibition, % at 5 µM. 0.59% of 210,000 active;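 active = inhibition of 40% or more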;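 also: 0% = enzyme controls without compound and 100% = no-enzyme blanks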
Thrombin inh: human alpha-thrombin inhibitors, primary screen, counter-screen for coagulation protease inhibitor project, biochemical, 1536-well, fluorogenic AMC substrate | 0.26% of 220,000 active | AID 1046, 2008 | Prothrombin (Homo sapiens), P00734 | inhibition, % at 5 µM | Boc-VPR-AMC fluorogenic substrate cleavage;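 active = inhibition at or above 40%; inactive = inhibition below 40%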;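 also: 0% = enzyme with no compound and 100% = wells without enzyme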
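Test system: human alpha-thrombin protein / Dosing: one concentration per compound, 5 µM, with 0.2% DMSO / Medium: pH 7.5 Tris-saline with Tween 20 / Benchmarks: no-compound enzyme wells and no-enzyme blanks / Read-out basis: percent inhibition of thrombin substrate cleavage / Timing: reaction at room temperature / Measured by: fluorescence, ex 355 nm, em 460 nm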
m-calpain inh: inhibitors of pig calpain II, primary screen, biochemical, fluorogenic peptide substrate, 1536-well | purified calpain II, 30 min | inhibition, % at 16 µM | 0.37% of 220,000 active | AID 1236, 2008;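 active = inhibition above about 50%, limit read from the data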
Furin inhibitor: human furin inhibitors, primary screen, biochemical, fluorescence intensity; P09958; purified furin, fluorogenic substrate cleavage; inhibition, % at 30 µM; 0.061% of 220,000 active; AID 463115, 2010; in the data active = inhibition above about 25%; also: inactives centre near -15
Target sequence (P09958 108-714 limits assumed): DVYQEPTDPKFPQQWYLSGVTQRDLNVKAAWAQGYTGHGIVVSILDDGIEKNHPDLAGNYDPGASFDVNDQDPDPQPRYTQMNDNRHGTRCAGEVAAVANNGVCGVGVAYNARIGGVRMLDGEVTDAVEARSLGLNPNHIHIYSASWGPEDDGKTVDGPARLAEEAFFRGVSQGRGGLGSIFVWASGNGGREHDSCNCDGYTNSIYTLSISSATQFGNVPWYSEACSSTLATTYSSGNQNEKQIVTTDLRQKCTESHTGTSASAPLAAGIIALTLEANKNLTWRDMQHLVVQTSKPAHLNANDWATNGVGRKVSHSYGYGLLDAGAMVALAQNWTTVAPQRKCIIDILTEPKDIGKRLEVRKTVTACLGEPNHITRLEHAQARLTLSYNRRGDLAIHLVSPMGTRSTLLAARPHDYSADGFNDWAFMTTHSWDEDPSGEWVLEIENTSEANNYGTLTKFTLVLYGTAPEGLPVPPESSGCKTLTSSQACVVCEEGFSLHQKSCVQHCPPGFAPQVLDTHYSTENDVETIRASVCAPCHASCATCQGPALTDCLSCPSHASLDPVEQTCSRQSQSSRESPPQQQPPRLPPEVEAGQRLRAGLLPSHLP
PERK inh: block of dimerizer-induced PERK translation repression, primary screen, PERK inhibitor project, CHO PERK-DD cells, SEAP luminescence, HTS; Eukaryotic translation initiation factor 2-alpha kinase 3 (Homo sapiens), Q9NZJ5; CHO PERK-DD fusion, SEAP luminescence translation reporter; inhibition, % at 5.6 µM; 0.17% of 220,000 active; AID 1416, 2008;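 active = inhibition above the mean inhibition of all tested compounds plus 3 SD, set separately per screening campaign, cut at about 2.9% in these data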;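 also: PERK kinase domain activated by AP20187 dimerizer at 100 nM; 0% = DMSO with dimerizer and 100% = rapamycin at 8.4 µM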
Cl transport mod: KCC2 cotransporter modulators, thallium flux, primary screen, cell-based, HEK293 KCC2, FluoZin-2 fluorescence, MLSMR; Solute carrier family 12 member 5 (Homo sapiens), Q9H2X9; KCC2 cells, thallium flux FluoZin-2 fluorescence; B-score of Tl+ flux slope (higher = more flux/activation; lower = inhibition) at 10 µM; 2.2% of 190,000 active; AID 1456, 2008;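 active = thallium flux slope and its plate-corrected score both differing from the plate sample mean at a set confidence after two filtering rounds, in either direction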;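 also: slope of fluorescence scaled to starting intensity during 10 to 20 s after thallium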
FXIa inh: human FXIa protease inhibitors, primary screen, biochemical, 1536-well; Coagulation factor XI (Homo sapiens), P03951; purified FXIa, Boc-Glu-Ala-Arg-AMC fluorogenic substrate; inhibition, % at 5 µM; 0.14% of 220,000 active;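 active = inhibition of at least 40%; inactive = inhibition below 40%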;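 also: fluorescence of freed AMC excited at 355 nm; 0% = enzyme without compound and 100% = no enzyme blank; many of its hits are not listed in these tables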
Rad51 HR inh: human RAD51 strand exchange inhibitors, primary screen, biochemical, fluorescence; AID 1385, 2008; 0.085% of 200,000 active; inhibition, % at 10 µM; hRad51 DNA strand exchange, fluorescence dequenching;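 active = inhibition above 40% at the single screening dose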;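 also: 0% = DMSO control wells and 100% = blanks with heterologous ssDNA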
Target sequence (Q06609 whole entry, looked up): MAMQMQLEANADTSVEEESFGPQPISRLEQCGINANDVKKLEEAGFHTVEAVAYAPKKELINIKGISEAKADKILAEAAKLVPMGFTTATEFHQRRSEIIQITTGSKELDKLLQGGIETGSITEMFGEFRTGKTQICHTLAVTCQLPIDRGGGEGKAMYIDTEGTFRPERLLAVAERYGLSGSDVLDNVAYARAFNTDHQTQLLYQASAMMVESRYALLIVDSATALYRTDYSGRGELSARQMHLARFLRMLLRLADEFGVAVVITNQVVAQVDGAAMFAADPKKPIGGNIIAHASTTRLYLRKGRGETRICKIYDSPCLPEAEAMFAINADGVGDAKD
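Test system: preformed human Rad51 ssDNA filaments. Compound dosing: single dose, 10 µM final compound. Incubation: filaments 15 min 37 °C, then compound 30 min. Technique: FRET fluorescence dequenching, excitation 485 nm, emission 520 nm. Read-out basis: percent inhibition from fluorescence, normalised to plate control and blank means. Benchmarks: plate controls and plate blanks.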
FXIIa inh: human FXIIa protease inhibitors, primary screen, biochemical, 1536-well | Coagulation factor XII (Homo sapiens), P00748 | purified FXIIa, Boc-QGR-AMC fluorogenic substrate, 2 h | inhibition, % at 5 µM | 0.3% of 220,000 active | AID 800, 2007; in the data active = inhibition above about 40%;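 also: 0% = enzyme with no compound and 100% = blank without enzyme; many of its hits are not listed in these tables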
* marks the source's active call; other numbers are inactive results; / = no result given; [ ] = dose if it differs, or a comment. Not all compounds are listed (hit frequency here may not be typical).

SMILES	KLK5 inh	Thrombin inh	m-calpain inh	Furin inhibitor	PERK inh	Cl transport mod	FXIa inh	Rad51 HR inh	FXIIa inh
Cc1ccccc1C1CCCN(Cc2nc(C3CC3)no2)C1 (centres undefined)	2	-2	20	-18	-0.3	0.22	-4	/	5
Cc1ccc(S(=O)(=O)N2CCC(C(=O)NNC(=O)c3cccnc3)CC2)cc1	-6	-10	-29	-18	1.6	-0.069	-4	11	6
COC(=O)c1ccccc1NC(=O)Cn1cc2c(n1)CCC(C)C2 (centres undefined)	3	-1	28	-24	-0.3	-2.8	1	-5	4
COc1ccc(NC(=O)c2c(N)no[n+]2[O-])cc1	-8	-6	17	-13	0.3	0.21	-2	2	-8
COc1ccc(C(=O)NCc2nnc(SCC(=O)N3CCc4ccccc43)n2CCc2ccccc2)cc1	-1	-3	-30	-23	1.7	0.01	4	0	20
Cc1ccc(C)c(NC(=O)C2CC(O)CN2C(=O)OCc2ccccc2)c1 (centres undefined)	7	-2	-5	-13	-0.3	/	10	18	6
CS(=O)(=O)N(Cc1ccco1)CC(O)Cn1c2ccccc2c2ccccc21 (centres undefined)	44*	38	0	-13[20 µM]	-0.4	0.98	13	1	2
Cc1cc(C)c2c(c1)/C(=N/NC(=O)c1cc(C)oc1C)CCC2	-4	-4	22	-12	-0.1	/	-7	7	2
CN(C)c1nccc(Nc2ccccc2)c1C#N	17	-2	-7	-16[20 µM]	1.3	0.0014	3	2	10
COc1ccc(NC(=O)CC2Oc3ccc(C)cc3NC2=O)cc1 (centres undefined)	-7	-1	-20	-27	0.2	/	2	-3	-7
CCCn1ncc(CN2CCC(N3CCC(C(=O)N4CCOCC4)CC3)CC2)c1C	0	-4	4	-16	1.5	-0.44	7	-3	10
O=C(NCCN1C(=O)S/C(=C\c2ccc(OC(F)F)cc2)C1=O)[C@@H]1CCCN1C(=O)c1cccs1	-6	-7	-17	-16	-0.7	-1.6	2	2	-1
COC(=O)COc1ccc(S(=O)(=O)Nc2ccc(C(N)=O)cc2)cc1C	-12	1	-7	-8[20 µM]	-1.5	/	-4	1	1
CCC(C(=O)Nc1ccncc1)c1ccccc1 (centres undefined)	-15	-6	12	-8	0.9	-1.4	7	3	6
CCn1cnc2sc(C(=O)N3CCN(c4ccc(OC)cc4)CC3)c(C)c2c1=O	-17	-5	36	-19	-1.3	1	3	-15	5
COc1ccc(C)cc1N(CC(=O)Nc1ccc2c(c1)OCCO2)S(C)(=O)=O	-4	-8	-16	-28	-0.5	1.6	-4	1	4
CCN(CC)S(=O)(=O)c1cc(C(=O)Nc2ccncc2)ccc1Cl	2	2	-15	-5	-1.4	-0.016	3	-6	1
NS(=O)(=O)c1ccc(O)c(N2C(=O)c3cccc4c(C(=O)O)ccc(c34)C2=O)c1	-8	7	21	-3	2.1	-0.43	-3	16	3
CCCn1c(NCc2cccs2)nc2ccccc21	56*	17	9	-6	0.8	1.1	9	-12	24
COCCSc1nnc(NC(=O)CSCc2ccccc2)s1	-15	-2	-25	-23[20 µM]	0.1	-0.17	1	1	-1
CC(=O)Nc1nnc(SCC(=O)Nc2ccc(N3CCOCC3)c(Cl)c2)s1	3	1	-16	-21	-0.4	1.9	-6	-4	8
CC(C)N(C(=O)CSc1nnc(Cc2csc(Nc3ccccc3)n2)o1)C(C)C	1	1	17	-19	0.0	-2.9	5	-10	13
Cc1ccc(-n2nnnc2SCc2nnc(-c3ccccc3Br)o2)c(C)c1	1	-1	31	-13	0.2	-1.2	7	-2	12
CCc1ccccc1OCC(=O)OCC(=O)N1CC(=O)Nc2ccccc21	-3	-9	-8	-8	-0.1	/	-7	0	8
O=C(CCS(=O)(=O)c1ccccc1)Nc1ccc(N2CCOCC2)cc1	-2	-1	-5	-4	1.9	-0.72	-14	-7	5

Single values from the entries so far.
CCC(C(=O)Nc1ccncc1)c1ccccc1 (centres undefined) in FXIa inh → 7
CCc1ccccc1OCC(=O)OCC(=O)N1CC(=O)Nc2ccccc21 in m-calpain inh → -8
CCCn1c(NCc2cccs2)nc2ccccc21 in FXIIa inh → 24
Cc1ccccc1C1CCCN(Cc2nc(C3CC3)no2)C1 (centres undefined) in m-calpain inh → 20
CCCn1ncc(CN2CCC(N3CCC(C(=O)N4CCOCC4)CC3)CC2)c1C in Thrombin inh → -4

Back to the main list with the two entries that preceded the break.
SMILES	KLK5 inh	Thrombin inh	m-calpain inh	Furin inhibitor	PERK inh	Cl transport mod	FXIa inh	Rad51 HR inh	FXIIa inh
CCc1ccccc1OCC(=O)OCC(=O)N1CC(=O)Nc2ccccc21	-3	-9	-8	-8	-0.1	/	-7	0	8
O=C(CCS(=O)(=O)c1ccccc1)Nc1ccc(N2CCOCC2)cc1	-2	-1	-5	-4	1.9	-0.72	-14	-7	5
O=C(c1coc2ccccc2c1=O)N1CCN(c2cccc(C(F)(F)F)c2)CC1	0	2	-12	-6	-0.1	-4*	6	/	17
O=C1C(=O)N(Cc2cccnc2)C(c2ccccn2)/C1=C(/O)c1ccc(Br)cc1 (centres undefined)	-2	1	-5	-9	0.2	0.2	1	-5	15
CCn1nnnc1SCC(=O)NNC(=O)C1CCCCC1	-11	2	-6	-16[20 µM]	0.1	/	0	4	13
Cc1ccsc1-c1nc(CN2CCCC2c2ccc(F)cc2)c(C)o1 (centres undefined)	-1	-5	-25	-12	-0.9	0.22	-6	-130	6
Cc1cnc(C(=O)OCC(=O)N2c3ccccc3CC2C)cn1 (centres undefined)	4	-6	-4	-18	0.7	/	-3	11	6
CCc1nn(CC(=O)NCCCN(CC)CC)c(=O)c2cc3sc(C)cc3n12	4	-2	-4	-21	0.8	0.78	2	5	12
S=C1NCCOCCNC(=S)NCCOCCOCCOCCN1	-5	0	-2	-9	0.7	1.5	4	10	5
Cc1ccc(NC(=O)COC(=O)CCc2nc3ccccc3c(=O)[nH]2)c(Br)c1	-23	-1	-29	-16	-0.4	-0.18	-8	3	-7
O=C(CCSc1ccccc1)Nc1nccs1	0	4	1	-18[20 µM]	0.1	-1.6	3	-1	19
Cc1ccc(-n2c3c(cc(C(=O)NC4CCSC4=O)c2=O)C(=O)CC(C)(C)C3)cc1 (centres undefined)	31	15	-9	-11[20 µM]	-1.4	-0.32	13	-1	34
COc1ccc(CN2C(=O)c3ccccc3C2=O)cc1C(=O)OC(C)C(=O)NC(N)=O (centres undefined)	-12	-4	13	-14	0.5	-0.12	1	5	-2
Cc1nn(CCO)c2c1C(=O)CCC2	0	-5	-5	-20[20 µM]	1.7	0.95	4	2	2
COC(=O)c1[nH]c2cc(OC)ccc2c1NC(=O)CCN1CCN(c2cccc(C)c2C)CC1	-7	7	-33	-8	-1.9	1.2	3	7	8
CN(C)c1ccc(NC(=O)CN2CCC(C(=O)c3ccc(F)cc3)CC2)cc1	0	2	-25	-8	-1.1	-0.38	-5	2	12
CCOC(=O)COn1c(=O)c(-c2ccco2)[n+]([O-])c2ccccc21	-11	1	-38	-8	1.4	1.3	3	-8	8
C=CCNC(=S)N/N=C/c1ccc(C(C)(C)C)cc1	5	0	64*	4	0.5	5.1	10	-4	15
CCOC(=O)C1(Cc2ccccc2)CCCN(Cc2cnn(CC)c2)C1 (centres undefined)	/	-4	-16	-25	0.0	0.08	0	-12	10
C/C(=C\c1ccccc1)CN1CCC(C(=O)N2CCC(C)CC2)CC1	-18	-6	-2	-13[20 µM]	-1.3	-1.1	1	-13	11
C=COCCNC(=S)Nc1cccc(Cl)c1	-6	/	3	-23	-0.3	0.02	-2	5	3
COc1ccc(/C(C)=N/Nc2nc3ccccc3n3cnnc23)cc1OC	-7	0	13	-14	0.8	-2.3	-1	15	5
Cc1ccc(C(=O)C2(C)C3c4cc(Br)ccc4OC(=O)C32C(=O)c2ccco2)cc1 (centres undefined)	36	-7	-20	-3[20 µM]	-1.0	0.33	-10	6	-2
O=C(N/N=C/c1ccc(OC2CSC2)cc1)c1ccccc1	-27	-5	-7	-19[20 µM]	1.1	0.95	11	-5	14
Cc1ccc(N2CCN(CC(=O)Nc3c(C(=O)C4CC4)oc4ccccc34)CC2)cc1	-3	3	-19	-24	0.7	-0.096	6	-2	16
COc1cc(C(=S)N2CCCCC2)ccc1OCC(=O)Nc1ccccc1Cl	-2	7	39	-20	1.5	-1.3	1	9	8
O=S(=O)(NCC1CCCO1)c1cc(Cl)ccc1Br (centres undefined)	1	-3	-12	-18[20 µM]	0.0	-0.35	3	-7	5

(continued)
SMILES	KLK5 inh	Thrombin inh	m-calpain inh	Furin inhibitor	PERK inh	Cl transport mod	FXIa inh	Rad51 HR inh	FXIIa inh
CCCNC(=O)Cn1cnc2sc(C(=O)NCCN(CC)CC)c(C)c2c1=O	-17	-6	26	-20	-0.8	-0.22	10	4	5
O=C(Nc1ccc2c(c1)C(=O)OC2)c1ccc(F)cc1F	0	8	8	-3	0.1	-0.017	0	20	3
CC1(C)CC(=O)C(C=NCCN2CCN(C(=S)Nc3ccccc3)CC2)=C(O)C1	-13	-3	-6	-8	0.2	/	6	1	-1
O=C1COc2ccc(C(=O)COC(=O)CNC(=O)c3ccco3)cc2N1	-8	-25	-21	-24	1.0	0.52	-10	-6	3
N#CC1=C(N)SC(N)=C(C#N)C1CCC1CCCCC1	-18	1	-58	1	-0.4	-1.9	1	-25	6
CCOc1cccc2c1OC1(C)CC2NC(=O)N1c1cccc(F)c1 (centres undefined)	-19	7	12	-8	0.8	1.7	-10	/	-1
Cc1ccc(C(=O)c2ccc(O)cc2)cc1C	-17	-4	11	-8	0.5	-1.4	2	-5	12
NC(=S)N/N=C/c1ccccc1O	-14	-7	-8	-1	0.7	1.4	-3	6	1
Cc1nc(CNS(=O)(=O)c2cc([N+](=O)[O-])ccc2C)cs1	-1	-2	12	10	0.7	0.14	1	/	8
CC(C)OC(=O)c1cccnc1N1CCN(c2ccc(F)cc2)CC1	-20	1	-21	-19	-0.9	0.25	-12	9	12
O=C(CC(C(=O)N1CCc2ccccc21)n1ccnc1)NCc1cccnc1 (centres undefined)	-24	2	-17	-24[20 µM]	0.2	-0.39	7	-5	17
Cc1ccc(NC(=O)CC(N)=S)cc1	-5	-12	-8	-15	0.1	0.62	-4	7	0
Clc1ccccc1-c1nnc(CNC2CC2)o1	-6	1	-16	-14	-0.7	0.26	-6	-4	5
CC(C)CN=Cc1c(O)c([N+](=O)[O-])cc2oc3c(c12)CCCC3	-38	4	-1	-11	0.7	-1.7	3	-1	9
COc1ccc(OCCC(=O)OCc2c(C)noc2C)cc1	-7	1	10	-14[20 µM]	-0.1	-0.27	-3	5	3
Cc1ccc(CSc2nnc(C(F)(F)F)n2Cc2ccc(F)cc2)cc1	3	-3	39	2[20 µM]	-0.9	0.25	-5	2	1
